Source: PubChem BioAssay
TPT1 inhibitor: inhibitors of Candida albicans tRNA 2'-phosphotransferase TPT1 | AID 1962 | recombinant caTPT1, FP RNA substrate dephosphorylation | hit rate 0.81% among 300,000 | inhibition, % at 5 µM;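 active = inhibition above the mean of all tested compounds plus 3 SD, set per screening campaign, cut at about 24% in these data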;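 note: plate controls were DMSO alone for no effect and ferristatin control at 100 nM for full effect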
LYPLA2 counter: LYPLA2 (human) inhibition in PME1 counter-screen. recombinant LYPLA2, FP-Rh probe fluorescence polarization. inhibition, % at 5.9 µM. hit rate 0.38% among 320,000;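 active = inhibition above the screen-wide mean plus 3 SD, limit set per campaign, cut at about 26% in these data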;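 note: 0% = LYPLA2 with DMSO and 100% = wells lacking LYPLA2 enzyme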
Target sequence (O95372 whole entry, looked up): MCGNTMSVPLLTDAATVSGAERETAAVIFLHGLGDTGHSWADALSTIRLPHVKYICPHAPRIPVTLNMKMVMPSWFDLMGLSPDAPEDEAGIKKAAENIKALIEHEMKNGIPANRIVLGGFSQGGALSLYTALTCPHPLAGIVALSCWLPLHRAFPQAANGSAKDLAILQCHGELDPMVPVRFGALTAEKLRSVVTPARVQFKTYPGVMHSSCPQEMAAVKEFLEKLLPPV
PP5 primary: inhibitors of human protein phosphatase 5 (PP5); purified PP5c, OMFP substrate fluorescence; hit rate 0.18% among 320,000; P53041; inhibition, % at 6.7 µM;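 active = inhibition above the campaign's mean inhibition across all tested compounds plus 3 SD, cut at about 9.5% in these data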;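 note: 0% = DMSO only and 100% = 100 µM cantharidin control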
core dimer inh: HCV core protein dimerization inhibition | TR-FRET GST/Flag-core106 dimerization, 1536-well | hit rate 0.33% among 300,000 | inhibition, % at 5 µM;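 active = inhibition above the mean of all tested compounds plus 3 SD, set per screening campaign, cut at about 45% in these data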
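test system = GST/Flag-tagged HCV core106 proteins | probe or stimulus = Eu donor and XL665 acceptor anti-tag antibodies | times = compound-protein-antibody incubation 4 h at 22.5 °C | signal = TR-FRET, excitation 340 nm, emission 617 and 671 nm | measure = percent inhibition of core106 dimerization signal | controls = wells lacking GST-core106 and wells with excess unlabelled core106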
Efflux pump mplx: inhibitors of Candida antifungal efflux pumps expressed in yeast; S. cerevisiae Candida pump triplex, Nile Red efflux; inhibition, % at 10 µM; hit rate 0.44% among 330,000; AID 485275;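 active = plate passing quality check with inhibition over a set limit, or well fluorescence over plate mean plus 4 SD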;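 note: Nile Red retained in pooled yeast measured as flow cytometry median fluorescence; 0% = buffer negative control and 100% = Enniatin B positive control; higher means more Nile Red kept so more efflux inhibition; some compounds called inactive have numbers as strong as hits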
JMJD2C inh: human JMJD2C demethylase inhibition; Q9H3R0; GST-JMJD2C(1-420) H3K9me3 demethylation, DELFIA europium; inhibition, % at 2.35 µM; hit rate 0.069% among 330,000;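 active = more than half of a compound's replicate wells show inhibition beyond 50%, single wells judged on their own value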;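 note: signal counts dimethyl H3K9 product captured on neutravidin plate; 0% = median of DMSO wells and 100% = 0.3 times that DMSO median; strong numbers were not always called active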
PP1 inh: blocks human PP1-alpha phosphatase, a PP5 counter-screen; P62136; purified PP1alpha, OMFP fluorescence; inhibition, % at 6.7 µM; hit rate 0.9% among 320,000; AID 2235;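 active = inhibition above the mean inhibition of all tested compounds plus 3 SD, computed separately for each screening campaign, cut at about 15% in these data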
PREPL inhibitor: inhibitors of human prolyl oligopeptidase-like enzyme PREPL; hit rate 0.68% among 320,000; AID 2751; recombinant PREPL, fluorescence polarization activity-based probe; inhibition, % at 5.96 µM; in the data active = inhibition above about 43%;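 note: 0% = enzyme with DMSO and 100% = wells lacking enzyme; many of its hits are not listed in these tables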
Target sequence (Q4J6C6 whole entry, looked up): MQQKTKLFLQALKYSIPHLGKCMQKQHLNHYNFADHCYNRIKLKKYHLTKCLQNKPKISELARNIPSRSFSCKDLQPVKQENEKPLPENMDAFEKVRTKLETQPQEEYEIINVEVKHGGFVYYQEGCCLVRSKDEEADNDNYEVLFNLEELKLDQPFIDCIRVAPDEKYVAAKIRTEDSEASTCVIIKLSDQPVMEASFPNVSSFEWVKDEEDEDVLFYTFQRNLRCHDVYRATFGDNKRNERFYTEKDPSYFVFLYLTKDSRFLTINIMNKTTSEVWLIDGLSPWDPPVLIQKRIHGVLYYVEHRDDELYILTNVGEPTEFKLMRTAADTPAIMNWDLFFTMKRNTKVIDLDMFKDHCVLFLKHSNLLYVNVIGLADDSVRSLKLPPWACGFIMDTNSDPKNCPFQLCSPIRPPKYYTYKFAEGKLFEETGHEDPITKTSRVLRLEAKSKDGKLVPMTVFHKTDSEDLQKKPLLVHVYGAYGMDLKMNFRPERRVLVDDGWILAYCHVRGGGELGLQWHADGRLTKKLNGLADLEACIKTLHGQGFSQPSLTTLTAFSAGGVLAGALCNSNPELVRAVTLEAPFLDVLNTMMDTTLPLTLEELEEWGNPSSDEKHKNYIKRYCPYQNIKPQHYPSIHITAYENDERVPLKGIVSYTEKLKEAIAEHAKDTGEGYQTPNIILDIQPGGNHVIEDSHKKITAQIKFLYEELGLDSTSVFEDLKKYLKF
Fh CTSL1 inh: cathepsin L1 inhibition, PFM18AAP counter-screen | AID 1906 | inhibition, % at 5.96 µM | hit rate 0.49% among 300,000 | recombinant F. hepatica cathepsin L1, Z-Leu-Arg-MCA fluorescence;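 active = inhibition above the mean of all tested compounds plus 3 SD, set per screening campaign, cut at about 17% in these data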;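 note: 0% = plate median of test compound wells and 100% = 1 µM Z-Phe-Ala-diazomethylketone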
* hit, by the source's call; / = not tested or not shown. A portion of the library; count on the stated rates, not on these rows.

SMILES	TPT1 inhibitor	LYPLA2 counter	PP5 primary	core dimer inh	Efflux pump mplx	JMJD2C inh	PP1 inh	PREPL inhibitor	Fh CTSL1 inh
CCN(CC)CCN1C(=O)c2oc3ccccc3c(=O)c2C1c1ccc(C)cc1 (configuration not stated)	-0.3	3.1	1.8	-2.0	-0.1	-340.1	-5.1	1.8	1.3
O=c1cc(N2CCCCC2)c2ccccc2o1	0.9	5.5	-0.7	-2.3	-0.1	4.4	-0.2	2.6	2.2
Nc1nc2nccc(-c3ccco3)n2n1	0.3	3.7	-0.9	0.1	0.0	1.9	-3.6	8.3	8.1
Nc1nnnn1/N=C\c1ccc(Cl)c([N+](=O)[O-])c1	2.8	0.1	-1.5	-0.3	-0.1	6.3	-1.2	-8.0	2.5
CCOc1ccc(N(CC(=O)NC2CCCCC2)S(=O)(=O)c2ccccc2)cc1	-0.5	0.3	2.2	2.5	0.0	7.9	-4.6	-13.0	-2.8
CCC1ON(C(C)C)C2c3nc4ccccc4n3CC12 (configuration not stated)	5.1	2.1	1.9	-15.4	0.0	2.3	-0.2	-5.6	-1.8
C[C@H](NC(=O)[C@H]1N2C(=O)c3ccccc3C2SC1(C)C)C(=O)N1CCN(C)CC1 (some centres not stated)	-1.7	-0.1	-1.6	-2.8	0.0	-17.3	-3.5	20.3	21.1*
CCNCc1cc(OCC)c(OCC(=O)NCCc2ccccc2)cc1Cl	3.1	-2.2	1.6	0.0	0.1	24.4	-1.8	-1.1	0.6
CC1=NCCN1S(=O)(=O)c1ccc(Br)c(C)c1	-5.0	1.4	2.7	2.3	0.0	152.1	-1.4	-4.4	-1.8
COc1cc(OC)c(OC)cc1/C=N/NC(=S)NCCN1CCOCC1	-1.4	0.0	2.0	-3.4	-0.1	-4.0	-0.6	15.5	4.5

Compound profiles, as listed above.
`CCOc1ccc(N(CC(=O)NC2CCCCC2)S(=O)(=O)c2ccccc2)cc1` is entered as TPT1 inhibitor: -0.5; LYPLA2 counter: 0.3; PP5 primary: 2.2; core dimer inh: 2.5; Efflux pump mplx: 0.0; JMJD2C inh: 7.9; PP1 inh: -4.6; PREPL inhibitor: -13.0; Fh CTSL1 inh: -2.8
`O=c1cc(N2CCCCC2)c2ccccc2o1` is entered as TPT1 inhibitor: 0.9; LYPLA2 counter: 5.5; PP5 primary: -0.7; core dimer inh: -2.3; Efflux pump mplx: -0.1; JMJD2C inh: 4.4; PP1 inh: -0.2; PREPL inhibitor: 2.6; Fh CTSL1 inh: 2.2

Other records
SMILES	TPT1 inhibitor	LYPLA2 counter	PP5 primary	core dimer inh	Efflux pump mplx	JMJD2C inh	PP1 inh	PREPL inhibitor	Fh CTSL1 inh
CCOc1ccccc1-c1nnc(SCC(=O)NC2CC3CCC2C3)n1CC (configuration not stated)	2.6	-1.0	-0.7	-1.9	0.3	4.9	-6.9	0.9	0.5
CC(C)N(Cc1ccccc1)C(=O)COc1ccccc1	-3.3	-5.2	2.5	-9.2	-0.1	-24.9	0.5	17.4	-2.0
COc1ccc(C(=O)Nn2c(SCC(=O)NCc3ccco3)nc3ccccc3c2=O)cc1	-2.4	5.2	-1.1	-1.9	-0.1	-25.1	0.5	-6.3	-0.4
O=[N+]([O-])c1ccc(OCCn2cnc3ccccc32)cc1	2.1	5.6	-1.3	1.7	0.1	-3.2	-2.9	4.4	-1.3
Cc1cccc(N(CC(=O)NCc2ccco2)C(=O)CCC(=O)Nc2nccs2)c1C	-0.6	-3.0	1.1	14.2	0.5	-142.5	-1.5	-6.5	2.9
CCCCNC(=O)c1onc(CSc2ccc(C(C)C)cc2)c1C(=O)O	-1.1	-1.2	0.7	8.7	-0.1	-1.8	4.4	0.5	3.9
CC(C)(C)c1ccc(C(=S)N2CCN(c3ccccc3)CC2)cc1	1.1	3.2	1.8	-10.0	0.0	8.4	-5.0	3.9	6.4
COc1c2c(nc3ccccc13)OC(C(C)(O)CO)C2 (configuration not stated)	-0.2	-1.7	0.6	-1.7	0.1	-4.8	-1.5	-8.0	1.6
Cc1cccc(NC(=O)C2CCCN(S(=O)(=O)c3cccs3)C2)c1C (configuration not stated)	8.4	0.1	-0.3	2.9	-0.6	-5.1	2.1	10.6	-4.5
COc1ccc(C2c3ccc(O)cc3Oc3ncn(CCN4CCOCC4)c(=N)c32)cc1OC (configuration not stated)	-2.4	5.6	1.1	-1.2	0.0	9.4	0.2	-6.3	-3.5

Quoted from above (two entries):
SMILES	TPT1 inhibitor	LYPLA2 counter	PP5 primary	core dimer inh	Efflux pump mplx	JMJD2C inh	PP1 inh	PREPL inhibitor	Fh CTSL1 inh
CCOc1ccccc1-c1nnc(SCC(=O)NC2CC3CCC2C3)n1CC (configuration not stated)	2.6	-1.0	-0.7	-1.9	0.3	4.9	-6.9	0.9	0.5
CC(C)N(Cc1ccccc1)C(=O)COc1ccccc1	-3.3	-5.2	2.5	-9.2	-0.1	-24.9	0.5	17.4	-2.0

Next section
SMILES	TPT1 inhibitor	LYPLA2 counter	PP5 primary	core dimer inh	Efflux pump mplx	JMJD2C inh	PP1 inh	PREPL inhibitor	Fh CTSL1 inh
O=C(CSCc1cnn(-c2ccccc2)c1-n1cccc1)NCc1ccccn1	1.1	-4.6	-1.1	5.0	0.0	-0.9	-5.6	4.7	-1.1
COC(=O)c1c(-c2ccc(Br)cc2)csc1NC(=O)Cc1ccc(OC)c(OC)c1	-6.2	-8.8	0.9	17.6	0.0	1.9	-1.3	5.8	0.4
Cc1cc(NC(=O)COC(=O)COc2cccc3c2OC(C)(C)C3)no1	0.6	-3.5	2.6	-2.2	0.2	-4.9	-6.2	-7.0	-0.1
CCN(CC(=O)Nc1c(F)cccc1F)C(=O)c1ccc(NC(=O)CC2SC(N3CCCC3)=NC2=O)cc1 (configuration not stated)	-1.8	0.1	-0.5	-8.9	-0.1	-3.1	-0.9	0.8	-1.9
Cc1nc2ccccn2c1C(=O)NC1CCCCC1	-0.6	1.8	-3.2	-5.8	0.0	1.9	-0.4	0.2	-1.2
COc1ccccc1N1CCN(C(c2cccs2)C(C)NC(=O)C(=O)N2CCCCC2)CC1 (configuration not stated)	0.7	-3.3	-5.2	-5.1	0.0	3.2	-7.9	7.9	-6.2
CCC(=O)C1CCCN(C(=O)CCc2nnc(-c3ccc(C(C)=O)s3)o2)C1 (configuration not stated)	-1.8	-4.0	1.8	-9.7	0.0	-16.1	-1.2	1.1	1.7
Cc1c(O)ccc(NS(=O)(=O)c2ccccc2)c1C	1.5	1.3	0.0	-0.7	0.0	15.3	-1.8	-6.5	-2.2
CC1CCC(NCc2ccco2)CC1 (configuration not stated)	0.8	-9.7	-1.1	-3.9	-0.1	72.5	-2.9	-0.1	-2.6
O=C(NCc1ccccc1)C1CC(=O)N(c2ccc(OCC(=O)N3CCOCC3)cc2)C1 (configuration not stated)	-2.3	-3.4	-1.3	-9.6	0.0	78.1	-2.8	10.9	-2.5

As entered above:
PP1 inh result of COC(=O)c1c(-c2ccc(Br)cc2)csc1NC(=O)Cc1ccc(OC)c(OC)c1 reads -1.3
TPT1 inhibitor result of O=c1cc(N2CCCCC2)c2ccccc2o1 reads 0.9

Following part
SMILES	TPT1 inhibitor	LYPLA2 counter	PP5 primary	core dimer inh	Efflux pump mplx	JMJD2C inh	PP1 inh	PREPL inhibitor	Fh CTSL1 inh
O=S(=O)(Nc1ncccn1)c1ccc(NC(=S)Nc2cccc(Cl)c2)cc1	2.5	1.6	1.5	-1.7	0.0	-3.4	2.0	-5.2	1.5
O=C(CC1SC(=O)N(c2ccccc2)C1=O)Nc1ccc(Br)cc1 (configuration not stated)	3.9	-3.2	0.0	0.8	0.0	-3.0	4.2	-4.0	6.8
COC(=O)CCC(=O)OC1(C)C(=O)C2=CN(CCc3ccccn3)C(c3ccc(OC)cc3)=CC2=C(Br)C1=O (configuration not stated)	-2.5	7.0	8.9	8.1	/	-4.1	12.6	43.9*	-9.5
CC(C)(C)c1csc(NC(=O)C2=COCCO2)n1	1.9	5.3	0.5	1.4	-0.1	1.8	-4.3	-3.0	2.0
Cc1c(C)c2ccc(OCC(=O)N3CCC(C(=O)O)CC3)cc2oc1=O	-4.5	0.0	2.4	-0.4	-0.1	4.8	4.3	2.9	-4.4
Cc1cccc(NC(=S)N(CCN(C)C)C(C)c2ccco2)c1 (configuration not stated)	-0.9	-2.1	2.4	-4.7	1.2	-0.6	2.2	1.2	-3.0
CCC1=NN(C(=O)C(=O)Nc2ccc(OC)cc2)C(O)(C(F)(F)F)C1 (configuration not stated)	-2.8	-5.7	2.4	0.2	0.0	-12.7	1.3	-11.8	1.8
COc1cc(/C=N/NC(=O)c2sc3ccccc3c2Cl)ccc1OC(=O)c1ccc([N+](=O)[O-])cc1	0.4	2.4	0.6	-3.8	-0.1	3.9	-4.1	1.4	-3.0
COc1ccc(N2CCN(S(=O)(=O)CCNC(=O)C(C)Oc3ccccc3)CC2)cc1 (configuration not stated)	-1.0	3.6	0.9	-2.9	-0.1	10.3	0.2	12.1	0.7
Cc1oc2cc3oc(=O)ccc3cc2c1C	0.1	4.0	1.1	5.2	2.2*	-17.3	-5.1	-4.5	-2.4
C=CCN1C(=O)[C@]2(c3ccccc31)C1CCCC=C1C(C#N)=C(N)C2(C#N)C#N (some centres not stated)	3.1	-1.7	4.4	7.5	0.1	1.9	3.1	-12.5	4.8
Cc1ccc(-c2cc(C(=O)O)c3ccccc3n2)c(C)c1	-3.3	7.1	-5.4	-2.4	-0.1	2.0	-0.8	21.6	2.1
COc1ccc(S(=O)(=O)CCC(=O)Nc2cccc(OC)c2)cc1	1.1	2.0	2.3	-1.4	-0.1	-0.9	-1.5	5.7	-2.4
Fc1ccc(OCCCCN2CCOCC2)cc1	-1.0	1.6	0.2	-1.1	0.1	7.6	-0.1	0.9	-1.7
CN(Cc1ccccc1)Cc1c(O)ccc2ccccc12	-1.0	5.2	2.4	2.9	0.0	-8.7	2.9	-2.5	1.9
CC1CCc2nc(NCCO)nc(C(F)(F)F)c2C1 (configuration not stated)	-1.4	1.5	0.3	0.3	0.0	-3.2	1.1	12.5	0.6
O=C(Nc1nc2c(F)cc(F)cc2s1)C1CCN(C(=O)c2ccc(F)cc2)CC1	3.0	21.4	-0.5	12.7	0.1	-0.2	-4.8	19.3	-3.3
O=C(Nc1ccccc1)c1ccc(S(=O)(=O)Nc2cccc(O)c2)cc1	-0.5	-2.2	3.0	-11.7	-0.1	-17.3	0.7	-4.5	0.9
CC(Cl)C(=O)NN=C(c1ccccc1)c1ccccc1 (configuration not stated)	1.8	-4.7	0.5	-0.9	0.0	3.1	-1.1	-8.8	1.4
COc1ccc(NC(=O)C23CC4CC(C2)CC(n2cnc(Br)n2)(C4)C3)cc1Cl	-1.6	-1.1	7.3	1.9	0.0	7.9	-0.1	2.3	-2.6
CN(C(=O)CSc1ccncc1)C1CCCN(Cc2ccccc2F)C1 (configuration not stated)	-0.2	-3.6	-0.8	-1.2	0.1	6.0	-4.6	8.4	7.7
Cc1cccc(-n2ncc3c(NCc4ccccc4)ncnc32)c1	-3.8	-7.3	3.7	-2.7	0.4	-6.9	2.9	-1.3	1.0
CCOc1ccc(NS(=O)(=O)c2cc(Cl)ccc2OC)cc1	-2.0	1.0	2.7	0.8	-0.1	0.8	-0.9	-24.5	-2.1
CCOc1ccc(-n2c(CCc3ccccc3)n[nH]c2=S)cc1	-1.4	-5.4	2.0	6.0	0.3	9.7	-1.1	-58.3	13.2
Cc1cccc(C2=N/C(=C/c3cccs3)C(=O)O2)c1	-1.7	3.0	2.0	2.9	0.1	1.7	-2.0	0.9	-1.6
